# Bioassay records (PubChem)
# Pol iota inh: inhibitors of human DNA polymerase iota. Q9UNA4. Pol iota fluorescent replication assay, 10 min. Potency, µM (top dose mostly 115 µM), for the others: at the highest dose activity, negative = inhibition, usual class: inhibitors. hit rate 1% among 390,000. AID 588590
#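 Fluorescent replication assay read twice, at 0 min and 10 min after adding 50 nM (final) substrate. Enzyme (10 nM) and compounds were first incubated 15 min at room temperature; enzyme-free buffer wells were negative controls.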
# POLB inh: blocks human DNA polymerase beta activity; P06746; Pol beta primer extension/strand displacement, fluorescence kinetic; Potency, µM (series often up to 114 µM), inactives show at the top dose activity change, negative = inhibition, most hits filed as inhibitors; hit rate 1.3% among 340,000; also: % is scaled to controls: 0 for no effect and ±100 for the full control effect
#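 Reaction started by 50 nM substrate onto compound-treated Pol beta (10 nM, 15 min preincubation, room temperature); plates read at 0 min and 10 min. Normalized concentration-effect data fitted by four-parameter Hill equation.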
# POLH inh: DNA polymerase eta (human) inhibition. hit rate 1.2% among 390,000. Potency, µM (top dose mostly 114 µM), for inactives: at the top dose activity change, negative = inhibition, hits mostly inhibitors. recombinant Pol eta, fluorescent DNA replication assay. Q9Y253; also: % is scaled to controls: 0 for no effect and ±100 for the full control effect
#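 Pol eta at 10 nM preincubated with compounds 15 min at room temperature; reaction started with fluorescent substrate (50 nM final) and read kinetically at 0 and 10 min.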
# Pol kappa inh: DNA polymerase kappa (human) inhibition; Q9UBT6; purified Pol kappa, fluorescent DNA synthesis assay, 10 min; Potency, µM (highest dose often 107 µM), inactives show at the highest dose activity, negative = inhibition, usual class: inhibitors; hit rate 0.53% among 400,000; AID 588579; also: % is scaled to controls: 0 for no effect and ±100 for the full control effect
#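 Enzyme at 10 nM met test compounds for 15 min at room temperature. Substrate addition (50 nM final) began the reaction, which was monitored by fluorescence at 0 and 10 min.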
# JMJD2A Tudor: blocks the human JMJD2A Tudor domain. O75164. AlphaScreen JMJD2A-Tudor / H3K4me3 peptide binding. Potency, µM (top dose mostly 114 µM), for the others: top-dose activity change, negative = inhibition, most hits filed as inhibitors. hit rate 4.4% among 390,000. AID 504339; also: % is scaled to controls: 0 for no effect and ±100 for the full control effect; nearly all actives have a fitted effect of over 50% in size
# Target sequence (O75164 whole entry, looked up, the tested form may be a part): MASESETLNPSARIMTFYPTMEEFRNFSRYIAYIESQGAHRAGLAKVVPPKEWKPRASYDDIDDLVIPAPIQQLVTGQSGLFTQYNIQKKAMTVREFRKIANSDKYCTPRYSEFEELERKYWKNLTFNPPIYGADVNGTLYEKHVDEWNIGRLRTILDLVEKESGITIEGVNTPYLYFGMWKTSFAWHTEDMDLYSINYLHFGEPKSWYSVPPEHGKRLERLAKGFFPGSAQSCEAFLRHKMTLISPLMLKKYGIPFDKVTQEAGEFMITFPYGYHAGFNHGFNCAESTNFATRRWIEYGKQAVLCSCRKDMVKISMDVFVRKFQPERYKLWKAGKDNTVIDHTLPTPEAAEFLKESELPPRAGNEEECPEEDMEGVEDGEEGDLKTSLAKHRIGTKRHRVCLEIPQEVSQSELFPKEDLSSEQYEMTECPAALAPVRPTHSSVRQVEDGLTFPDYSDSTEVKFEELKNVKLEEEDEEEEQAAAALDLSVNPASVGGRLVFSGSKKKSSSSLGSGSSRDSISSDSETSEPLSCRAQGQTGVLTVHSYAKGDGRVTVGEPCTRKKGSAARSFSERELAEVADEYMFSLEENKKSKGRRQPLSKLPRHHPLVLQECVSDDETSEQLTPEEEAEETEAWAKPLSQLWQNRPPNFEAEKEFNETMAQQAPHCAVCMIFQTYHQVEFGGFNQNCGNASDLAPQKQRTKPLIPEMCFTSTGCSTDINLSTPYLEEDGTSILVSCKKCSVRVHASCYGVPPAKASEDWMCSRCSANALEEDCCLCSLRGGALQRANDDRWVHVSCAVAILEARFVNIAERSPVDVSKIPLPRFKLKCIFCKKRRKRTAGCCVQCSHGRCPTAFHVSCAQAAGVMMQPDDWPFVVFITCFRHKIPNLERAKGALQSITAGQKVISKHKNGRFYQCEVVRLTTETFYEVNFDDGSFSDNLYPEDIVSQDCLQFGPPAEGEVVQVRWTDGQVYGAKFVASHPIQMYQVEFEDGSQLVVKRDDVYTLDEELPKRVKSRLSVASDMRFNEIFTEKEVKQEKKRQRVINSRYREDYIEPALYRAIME
# G9a block: G9a (human) methyltransferase inhibition. Q96KQ7. G9a H3K9 monomethylation, AlphaScreen, 2 h. Potency, µM (highest dose often 102 µM), for inactives: at the highest dose activity, negative = inhibition, actives largely listed as inhibitors. hit rate 8.8% among 350,000. AID 504332; also: % is scaled to controls: 0 for no effect and ±100 for the full control effect; nearly all actives have a fitted effect of over 75% in size
#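 Chemiluminescent proximity detection of H3K9 monomethylation, read after 10 min bead incubation in the dark. Reaction: 20 nM G9a, 500 nM biotin-H3K9 peptide, 20 uM SAM cofactor, 2 h, room temperature, following 15 min enzyme-compound preincubation.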
# APE1 inh: APE1 (human) endonuclease inhibition | recombinant APE1, TAMRA/BHQ-2 abasic DNA cleavage fluorescence | Potency, µM (highest dose often 65.8 µM), without a hit: top-dose activity change, negative = inhibition, usual class: inhibitors | hit rate 0.35% among 350,000 | P27695;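 also: plate controls were vehicle for no effect and reference inhibitor for full effect; nearly all actives have a fitted effect of over 55% in size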
#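 Kinetic fluorescence read (525 ex/598 em nm, three reads 60 s apart) of AP-site incision; signal = third minus first read. Enzyme 0.75 nM, dual-labelled THF duplex 50 nM, compound preincubation 15 min RT.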
# BLM inh: Bloom syndrome helicase (human) inhibition | P54132 | recombinant BLM DNA unwinding, fluorescence dequenching | Potency, µM (highest dose often 56.1 µM), inactives show top-dose activity change, negative = inhibition, hits mostly inhibitors | hit rate 0.2% among 350,000 | AID 2528;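 also: plate controls were vehicle for no effect and no enzyme for full effect; nearly all actives have a fitted effect of over 35% in size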
# BAZ2B inh: blocks human BAZ2B. Q9UIF8. AlphaScreen BAZ2B-H3K14Ac peptide displacement. Potency, µM (top dose mostly 114 µM), inactives show top-dose activity change, negative = inhibition, actives largely listed as inhibitors. hit rate 4.4% among 360,000. AID 504333; also: % is scaled to controls: 0 for no effect and ±100 for the full control effect; nearly all actives have a fitted effect of over 60% in size
#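 In this displacement format the biotinylated H3(5-23) peptide acetylated at Lys14 serves as ligand at 50 nM, with BAZ2B at 50 nM in PBS pH 7.4 containing 0.01% Tween-20. Donor and acceptor beads are 10 ug/mL final.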
# Starred values were filed as active, the others as inactive; ? = inconclusive; . = no result given; & = joins results of further samples; [ ] = remark or other dose. Calls follow the shape of the dose curve; as a rule, active = well fitted curve in the direction sought with a large enough effect; inconclusive = small, poorly fitted or top-dose-only effect, or another doubt; inactive = no such curve, though single readings can be large; an effect the other way counts as inactive or inconclusive. Potency is read from the fitted curve at half-maximal effect.
SMILES,Pol iota inh,POLB inh,POLH inh,Pol kappa inh,JMJD2A Tudor,G9a block,APE1 inh,BLM inh,BAZ2B inh
COC(=O)c1ccc(NC2(C#N)C(=O)Nc3ccccc32)cc1 (stereo not given),-57.7%,-1.5%,-9.4%,-14.2%,-9.9%[57.1 µM],12.1%[59 µM],2.4%,0.2%,8.0%
COc1ccc(-n2c3c(cc(C(=O)NC4CCSC4=O)c2=O)C(=O)CC(C)(C)C3)cc1 (stereo not given),24.5%,1.3%,2.0%,-5.2%,-20.1%,4.1%,3.5%,2.6%,2.2%
COc1ccc(N2C(=O)CCC2=O)c(OC)c1,130.5%[activator],0.5%,3.0%,-8.3%,-11.9%,4.5%,-0.9%,0.3%,-10.8%
Cc1cc(=O)[nH]c(N/N=C/c2ccccc2Cl)n1,-11.8%,5.8%,-2.6%,-9.8%,79.4µM*,39.8µM*,9.1%,-0.7%,-1.8%
CC(Oc1ccc(Cl)cc1Cl)/C(N)=N/O (stereo not given),-3.7%,25.6%,-11.3%,4.5%,-8.3%,.,16.1%,0.3%,-1.3%
CCOc1ccccc1OC(=O)c1cc2ccccc2oc1=O,15.4%,?,-10.7%,2.4%,?,0.3%,-4.3%,-2.0%,-22.0%
O=C(Cc1cccc2ccccc12)NN1C(=O)/C(=C\c2cccnc2)SC1=S,12.1%,-13.8%,-1.9%,-8.5%,-10.7%,15.4%[12.7 µM],-2.3%,-3.9%,-15.8%
CC(C(=O)Nc1ccc2nccnc2c1)N1C(=O)C2C3C=CC(C3)C2C1=O (stereo not given),27.0%,13.0%,-0.6%,-1.3%,-6.4%,-4.7%[59 µM],-0.3%,-2.6%,-5.5%
O=C(Cn1c(=O)n(Cc2ccc(F)cc2)c(=O)c2ccccc21)NCC1CCCO1 (stereo not given),39.4%[activator],-6.7%,-13.7%,2.0%,-12.0%,15.1%[59 µM],57.5%[activator][12.4 µM],0.4%,3.7%
COC(=O)N1[C@H](C)C=C[C@]1(Cc1ccccc1)C(=O)O,-6.8%,1.3%,-11.6%,24.0%,-5.8%,?,8.4%&-11.8%,-2.3%&-11.1%,0.0%
CC(C)(C)N(Cc1ccccc1)C(=O)COC(=O)c1ccc2ccccc2n1,28.5%,.,-12.6%,-8.7%,-9.7%,.,2.9%,.,.
CCCCCC[N+](C)(C)CC/C=C1/c2ccccc2Sc2ccc(Cl)cc21,2.8%,27.8%,-14.8%,11.4%,?,.,-0.4%,23.5%,-8.8%
CN1CCN(c2ccc(NC(=O)c3cc4ccccc4o3)cc2)CC1,-4.8%,25.8%,-3.1%,-0.7%,-31.6%,?,7.8%,2.4%,-29.6%
COc1ccc(-c2cc(C(=O)Nc3cc(Br)ccc3O)no2)cc1,129.9%[activator],?,-3.9%,-3.7%,-22.4%,-1.0%,6.1%,0.2%,-3.8%
CCN(CC)S(=O)(=O)c1cccc(-c2nnc(SCc3ncc(-c4ccccc4)o3)n2C)c1,13.3%,7.3%,-12.5%,-8.0%,-7.6%[57.1 µM],3.7%[59 µM],-4.5%,-1.3%,8.6%
COc1ccccc1NC(=O)CN1C(=O)NC(CC(C)C)C1=O (stereo not given),23.3%,35.3%,-1.1%,-2.5%,-4.7%,-6.2%[59 µM],5.7%,0.1%,3.1%
COc1cccc(/C=N/NC(=O)N/N=C/c2cccc(OC)c2O)c1O,41.9%[activator],?,-14.4%,-25.1%,?,-2.9%[0.501 µM],?,-7.5%,10.4%
O=C(CSc1nnc(-c2cccnc2)n1Cc1ccco1)c1ccc(Br)cc1,0.5%,6.6%,6.6%,-13.9%,-22.1%,-14.8%,0.6%,-2.4%,-7.0%
Cc1ccc(OCC(=O)NC(=S)Nc2ccc(S(=O)(=O)Nc3cc(C)on3)cc2)c(Br)c1,13.8%,?,-3.8%,-7.2%,-8.8%,6.0%,-6.9%,-5.6%,-4.9%
COc1ccc(-c2noc(CCC(=O)N3CCN(c4ccccc4C)CC3)n2)cc1,12.6%,.,-9.3%,-8.4%,-2.2%,.,-21.3%,.,.
Cc1cc(C)n(C(=O)CNC(=O)C2COc3ccccc3O2)n1 (stereo not given),1.1%,-2.2%,6.8%,4.4%,-16.7%,-0.6%[59 µM],-4.6%,-4.0%,3.7%
Cc1ccc(OCc2ccccc2C)c([N+](=O)[O-])n1,32.0%[activator],11.8%,0.7%,-4.4%,-13.4%,-31.8%,43.4%,-1.0%,11.1%
Cc1ccc(CN2CC(C(=O)Nc3cccc(C)n3)CC2=O)cc1 (stereo not given),40.3%[activator],.,-11.2%,-10.3%,-9.8%,9.3%,10.3%,.,8.1%
CC(=O)Nc1ccccc1NC(=O)c1ccccc1,5.5%,-1.6%,-11.6%,-9.1%,2.9%,?,-2.6%,-2.4%,-1.6%
CCC(COC)NCc1cn(-c2ccc(OC)cc2)nc1-c1cccc(F)c1 (stereo not given),-7.6%,-22.5%,-17.7%,-11.8%,-10.6%,.,-1.0%,2.1%,-6.9%
COc1ccc(NC(=O)C2CCN(c3cnccn3)CC2)cc1OC,15.8%,0.2%,-9.9%,-4.6%,-10.2%,-40.0%,5.2%,-3.0%,-13.2%
CCN(Cc1ccccc1)C(=O)c1[nH]c2ccc(OC)cc2c1C,-0.3%,-22.6%,0.1%,-15.6%,-12.1%,0.3%,27.2%,-0.3%,-14.0%
CCCCCC(=O)Nc1c2c(nc3ccccc13)CCC2,30.1%,6.6%,-12.1%,1.0%,-12.0%,8.8%,13.6%,-8.6%,-2.3%
CCCN(C(=O)c1nc2nccc(C)n2n1)c1c(N)n(Cc2ccccc2)c(=O)[nH]c1=O,9.5%,.,-11.9%,12.6%,-12.5%,3.8%[12.7 µM],-0.3%,.,12.9%
O=C(CSc1nc(Nc2ccccc2)nc(N2CCOCC2)n1)N1CCc2ccccc21,-5.3%,17.4%,-14.2%,-9.8%,-21.4%,21.0%[59 µM],-3.8%,-0.4%,?

# Next part, overlapping the part above by two compounds.
SMILES,Pol iota inh,POLB inh,POLH inh,Pol kappa inh,JMJD2A Tudor,G9a block,APE1 inh,BLM inh,BAZ2B inh
CCCN(C(=O)c1nc2nccc(C)n2n1)c1c(N)n(Cc2ccccc2)c(=O)[nH]c1=O,9.5%,.,-11.9%,12.6%,-12.5%,3.8%[12.7 µM],-0.3%,.,12.9%
O=C(CSc1nc(Nc2ccccc2)nc(N2CCOCC2)n1)N1CCc2ccccc21,-5.3%,17.4%,-14.2%,-9.8%,-21.4%,21.0%[59 µM],-3.8%,-0.4%,?
CCOc1ccccc1C(=O)NC(C(=O)NCc1ccc(F)cc1)C(C)C (stereo not given),71.2%[activator],0.0%,0.3%,-18.3%,-9.9%,-25.1%,?,-11.0%,-8.3%
COc1ccc(/C=C/C(=O)c2c(C)nc3ccccn23)cc1,-0.6%,21.3%,-10.4%,1.5%,-14.1%,-36.4%[59 µM],14.1%,-0.9%,12.3%
CC1(C)CC(=O)C2=C(C1)Nc1ccccc1S2,4.5%,-0.5%,0.0%,-2.8%,-23.1%,39.8µM*,0.6%,-1.3%,?
COc1cc(NC(=O)c2nnn(Cc3ccc(SC)cc3)c2N)cc(OC)c1,16.5%,1.5%,-24.5%,-26.9%,-12.0%,13.8%,?,-6.0%,-3.5%
O=C(Nc1ccc2ccccc2c1)c1ccccc1[N+](=O)[O-],39.8%[activator],.,?,-21.6%,-17.9%,.,.,.,.
O=C1c2ccccc2C(O)(c2ncc[nH]2)N1CCc1ccccc1 (stereo not given),?,11.2%,8.3%,2.9%,?,?,-3.6%,0.7%,?
NS(=O)(=O)c1ccc2nc(NC(=O)COc3ccccc3)sc2c1,-15.5%,8.2%,5.6%,-0.6%[60.1 µM],-23.4%,3.0%[59 µM],.,-2.5%,-0.3%
CCOc1ccc(NC(=O)c2ccc(S(=O)(=O)N3CCOCC3)cc2)cc1,6.7%,-2.0%,1.0%,-8.7%,-10.7%,21.2%,7.2%,-1.6%,9.7%
Cc1ccc(C(=O)NCC(=O)Nc2ccc(C)c(S(=O)(=O)Nc3ccc(Cl)cc3)c2)s1,25.5%,0.3%,-18.1%,-1.2%,5.3%[11.4 µM],33.3%[activator][12.7 µM],11.2%,-1.9%,-2.6%
Cc1ccc(Cc2cnc(NC(=O)C3CCCO3)s2)cc1 (stereo not given),8.0%,2.3%,-4.0%,0.2%,-12.4%,-6.7%,-2.5%,-2.0%,-26.3%
COC(=O)c1ccccc1S(=O)(=O)C(C)(C)C,4.8%,21.0%,-4.6%,-1.8%,?,-8.5%[59 µM],9.9%,-0.7%,-3.4%
C[C@H](CO)N1C[C@H](C)[C@H](CN(C)S(=O)(=O)c2ccccc2)Oc2ccc(NC(=O)NC3CCCCC3)cc2CC1=O,-6.7%,.,-3.0%,-8.4%,-33.1%,.,-4.4%,.,.
O=C(Nc1c(C(=O)Nc2ccccc2F)oc2ccccc12)c1cc2ccccc2o1,15.8%,2.7%,-7.8%,-5.9%,15.6%,7.6%[59 µM],.,0.1%,2.4%
CCc1ccc(NC(=O)CC2C(=O)N(c3ccc(Cl)cc3)C(=O)N2C2CCCC2)cc1 (stereo not given),89.1µM*,-0.3%,-14.5%,?,-1.0%,?,.,-7.2%,-13.8%
Cc1nc(-c2ccc(Cl)cc2)sc1C1(C)CC(c2ccc(Br)cc2)=NO1 (stereo not given),?,.,-1.9%,-7.5%,-21.4%,.,.,.,.
COc1ccc(NC2CCCN(C(=O)CCc3cccc(F)c3)C2)cc1 (stereo not given),21.6%,1.3%,-15.7%,-2.3%,?,50.1µM*,41.9%,-2.5%,?
Cc1cccn2cc(CCNC(=O)c3ccc(Br)o3)nc12,-11.5%,0.8%,-1.5%,-9.9%,-16.0%,?,6.5%,1.4%,2.3%
COc1ccccc1CCC(=O)OCC(=O)Nc1ccc(C)c(S(=O)(=O)N2CCCCC2)c1,98.5%[activator],.,-20.8%,-21.1%,-29.7%,8.5%[0.501 µM],-11.2%,.,12.2%

# Whole records, looked up by structure.
# C[C@H](CO)N1C[C@H](C)[C@H](CN(C)S(=O)(=O)c2ccccc2)Oc2ccc(NC(=O)NC3CCCCC3)cc2CC1=O in the list: Pol iota inh = -6.7%; POLB inh = .; POLH inh = -3.0%; Pol kappa inh = -8.4%; JMJD2A Tudor = -33.1%; G9a block = .; APE1 inh = -4.4%; BLM inh = .; BAZ2B inh = .
# COc1cc(NC(=O)c2nnn(Cc3ccc(SC)cc3)c2N)cc(OC)c1 in the list: Pol iota inh = 16.5%; POLB inh = 1.5%; POLH inh = -24.5%; Pol kappa inh = -26.9%; JMJD2A Tudor = -12.0%; G9a block = 13.8%; APE1 inh = ?; BLM inh = -6.0%; BAZ2B inh = -3.5%

# A portion of the library; count on the stated rates, not on these rows.
